High-throughput results from PubChem BioAssay.
GPR151 ag: activators of human GPR151; AID 1508602; activation, % at 11.2 µM; 650,000 compounds, 1% hits; PathHunter beta-arrestin GPR151 cells, luminescence; Q8TDV0; in the data active means activation above about 4.9%;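 further: 0% = median of compound wells and 100% = cells with positive control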
MITF inh: blocks human microphthalmia-associated transcription factor | O75030 | AlphaScreen MITF homodimerization, bead proximity signal | inhibition, % at 2.6 µM | 650,000 compounds, 0.91% hits; in the data active means inhibition above about 50%;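 further: 0% = vehicle wells with protein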
FBW7 activator: human FBW7 E3 ligase activation, primary screen. Q969H0. AlphaScreen FBW7–phospho-cyclin E peptide binding, activator screen. normalized activity (activation), % at 26.1 µM. 650,000 compounds, 0.13% hits; in the data active means normalized activity above about 1.9%;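 further: purified mutant Fbw7 with reduced substrate affinity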
Target sequence (Q969H0 whole entry, looked up): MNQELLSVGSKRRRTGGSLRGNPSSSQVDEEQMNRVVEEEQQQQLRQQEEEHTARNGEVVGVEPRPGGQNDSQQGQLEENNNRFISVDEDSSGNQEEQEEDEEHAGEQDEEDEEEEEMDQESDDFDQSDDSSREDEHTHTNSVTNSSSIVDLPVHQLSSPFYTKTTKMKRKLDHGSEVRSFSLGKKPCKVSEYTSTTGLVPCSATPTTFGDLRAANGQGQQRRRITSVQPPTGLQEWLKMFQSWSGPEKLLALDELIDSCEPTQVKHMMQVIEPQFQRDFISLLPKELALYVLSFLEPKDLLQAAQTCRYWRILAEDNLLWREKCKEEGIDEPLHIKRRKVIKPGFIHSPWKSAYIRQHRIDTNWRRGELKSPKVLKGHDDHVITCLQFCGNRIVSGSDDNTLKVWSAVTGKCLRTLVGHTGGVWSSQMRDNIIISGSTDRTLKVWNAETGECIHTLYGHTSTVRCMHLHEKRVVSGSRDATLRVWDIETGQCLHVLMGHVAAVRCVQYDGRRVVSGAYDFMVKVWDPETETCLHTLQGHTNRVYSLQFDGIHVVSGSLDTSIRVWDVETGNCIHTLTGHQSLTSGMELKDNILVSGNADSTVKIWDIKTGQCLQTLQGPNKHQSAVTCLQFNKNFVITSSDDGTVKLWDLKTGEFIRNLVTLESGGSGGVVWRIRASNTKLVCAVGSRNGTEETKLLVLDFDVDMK
TEAD-YAP block: TEAD-YAP interaction inhibition | 640,000 compounds, 1.4% hits | HEK-TIYL cells, TEAD-Gal4/YAP UAS-luciferase luminescence | inhibition, % at 9.12 µM; in the data active means inhibition above about 32%;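 further: 0% = median of test compound wells and 100% = reference inhibitor wells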
Numbers without * were called inactive.

SMILES | GPR151 ag | MITF inh | FBW7 activator | TEAD-YAP block
CC(=O)Nc1c(O)nc(SCC(=O)Nc2ccc(Br)cn2)[nH]c1=O | 1.9 | 1 | -0.1 | -1
CCN1CCN(c2nc3ccccc3n3cnnc23)CC1 | 0.9 | 2 | 0.0 | -14
C=CCOc1ccc(/C=c2/sc3n(c2=O)C(c2ccccc2)C(C(=O)OCC)=C(C)N=3)cc1 (configuration not stated) | 0.1 | 12 | 0.2 | 10
O=C(COc1ccc(Cl)cc1Br)NNC(=O)c1cccs1 | 2.5 | -2 | -0.1 | -30
O=C(CCc1ccccc1)c1ccc2c(c1)OCCO2 | -1.3 | 10 | 0.5 | -51
CN1CCCC(C(=O)NCc2nnc3n2CCN(CC2CCCCC2)CC3)C1 (configuration not stated) | -0.8 | -38 | -0.1 | 11
OCCCc1nc2n(n1)C(c1ccccc1Cl)C=C(c1ccccc1)N2 (configuration not stated) | -0.3 | 0 | 0.0 | 1
COC(=O)C1=C(C)Nc2nnnn2C1c1cc(OC)c(OC)c(OC)c1 (configuration not stated) | 0.6 | 6 | 0.0 | 51*
COc1ccc(CCN2C(=O)CCC2CCNCc2ccc(F)cc2)cc1 (configuration not stated) | 0.4 | -7 | 0.2 | 6
CC(=O)Oc1ccc(N2C(=O)C3C(C2=O)C2C=CC3C23CC3)cc1 (configuration not stated) | 2.4 | -37 | 0.0 | -11
CCCCNC(=O)C(=O)Nc1c(C)cccc1C | 0.6 | 9 | 0.0 | -15
Cc1cc2nc(SC(c3ccccc3)c3ccccc3)[nH]c2cc1C | 0.1 | -3 | 0.0 | -3
O=C1/C(=C/c2ccc3c(c2)OCO3)N=C(c2ccc(Br)cc2)N1c1ccccc1 | -1.2 | 14 | 0.5 | -4
CCOC(=O)c1c(C)n(CC(C)C)c2c1cc(O)c1ccccc12 | -1.3 | -8 | -0.1 | -15
CCOC(=O)C1C(=O)C=C(c2ccc(OC)cc2)CC1c1ccco1 (configuration not stated) | 1.8 | 5 | 0.2 | -8
COc1cccc(-c2nnc3sc(NC(=O)COc4ccc(F)cc4)nn23)c1 | -1.2 | 6 | 0.0 | -8
COc1cc(C=O)cc(Br)c1OC1CCCC1 | -1.5 | 5 | 0.1 | -4
Cc1cccc(OCc2nnc(NC(=O)c3ccc(Br)cc3)s2)c1C | 0.2 | 12 | 0.0 | -1
O=C(N/N=C/c1nc2ccccc2[nH]1)c1cc([N+](=O)[O-])cc([N+](=O)[O-])c1O | -1.3 | -13 | -0.3 | -6
CC1CCN(C(=O)CSc2nnc3ccccn23)CC1 | 0.4 | 9 | 0.1 | -36
C/C(=N\Nc1ccc(C(=O)O)cc1)c1ccc(Cl)s1 | -1.6 | 5 | 0.1 | -82
CC1Cc2ccccc2N1C(=O)CSc1nnc(Cc2cccs2)n1C (configuration not stated) | 0.2 | -4 | -0.1 | 47*
NC(=O)CCN1CCC(C(=O)O)CC1 | 0.3 | 6 | 0.2 | -2
Cc1ccc(/C=C2\SC(N)=NC2=O)s1 | -0.9 | -12 | -0.1 | 2
Cc1cc(C)cc(Oc2c(C(F)(F)F)oc3c(CN4CC(C)OC(C)C4)c(O)ccc3c2=O)c1 (configuration not stated) | 0.0 | 2 | -0.1 | -4
O=C(NCC[C@@H]1C[C@@H]2C=C[C@H]1C2)c1cc(COc2ccc3ncccc3c2)on1 | -0.2 | -2 | 0.0 | 18
OCCN(Cc1ccccc1)Cc1ccc(Br)cc1 | 0.0 | -3 | 0.0 | -15
CCCCCCOC(=O)c1cccc([N+](=O)[O-])c1 | 4.5 | -2 | 0.1 | 17
COc1ccc(C2C(C#N)=C(N)Oc3n[nH]c(-c4ccc5c(c4)OCO5)c32)c(OC)c1 (configuration not stated) | 0.3 | 39 | -0.1 | -3
CC1=C(C(=O)OC2CCCC2)C(c2ccccc2Cl)C2=C(CC(C)(C)CC2=O)N1 (configuration not stated) | -1.0 | 9 | 0.6 | -3
N#Cc1cc(Sc2ccccc2)c(N2CCOCC2)cc1C#N | 0.8 | -4 | 0.0 | -15
Cc1noc(C)c1S(=O)(=O)N1CCCC(CCC(=O)N(C)CCc2ccccn2)C1 (configuration not stated) | 0.9 | 2 | 0.1 | -3
CCC(CC)NC(=O)CSc1nnc(Nc2ccc(OC)cc2)s1 | 0.7 | -2 | -0.1 | -4
COc1ccc(N=CC2=C(O)CC(C)(C)CC2=O)cc1OC | -0.1 | 12 | 0.1 | -3
c1ccc(-c2noc(CC3CCCCC3)n2)cc1 | 0.3 | 11 | 0.1 | -8
Cc1ccc(CC2C(=O)N(c3ccccc3)C(=O)C2C)cc1 (configuration not stated) | -1.3 | 6 | 0.2 | -14
CCCCn1c(-c2ccc(F)cc2)cnc1SCC(=O)O | 0.4 | 7 | 0.1 | 15
O=C(NCc1cccs1)c1cc2c(=O)[nH]c3ccccc3c2s1 | -0.4 | -5 | 1.8 | 1
COc1ccccc1N=c1oc2ccc(Br)cc2cc1C(N)=O | 2.0 | 5 | -0.2 | -2
CN1CCC(N2CCC(Oc3cccc(C(=O)NCc4cccc(F)c4)c3)CC2)CC1 | 3.6 | 3 | -0.1 | 2
CCC(=O)N1N=C(c2ccc(Cl)cc2)CC1c1ccc([N+](=O)[O-])cc1 (configuration not stated) | -0.6 | 8 | 0.2 | 3
O=C1NC(=O)C(=Cc2cn(Cc3ccc(F)cc3)c3ccccc23)C(=O)N1 | 0.5 | 7 | -0.7 | 16
COc1ccc(C(=O)N2CCCCC2c2ccc[n+](C)c2)cc1 (configuration not stated) | -0.5 | -5 | 0.0 | 2
Cc1cc(/C=C2\SC(=Nc3ccccc3)N(C3CCCCC3)C2=O)c(C)n1-c1ccc(Br)cc1 | 0.5 | 10 | 0.1 | -10
O=S(=O)(/C=C/c1ccccc1)c1ccc(Oc2ccccc2)cc1 | 0.3 | -3 | 0.0 | -5
Cc1cccc(N2C(=O)CSC2c2cc3c(cc2Br)OCO3)c1 (configuration not stated) | -0.4 | -11 | 0.0 | -6
N#Cc1cc2cc3c(cc2nc1SCC(N)=O)OCCO3 | 0.5 | 12 | 1.2 | 2
CCOc1cc(C(=O)Nc2sc3c(c2C(=O)NC)CCCCC3)cc(OCC)c1OCC | -0.3 | 15 | 0.1 | -2
CCOc1cccc(C2CC(c3ccc4c(c3)OCO4)=NC(c3ccc(F)c(Br)c3)N2)c1O (configuration not stated) | -0.4 | -10 | 0.0 | -67
Cn1c(=O)c2c(nc(Sc3nc4ccccc4n3Cc3ccccc3)n2C)n(C)c1=O | 0.5 | -4 | -0.3 | 4

The listing continues:
SMILES | GPR151 ag | MITF inh | FBW7 activator | TEAD-YAP block
CN(C)C(=O)/C(=C\c1cccc([N+](=O)[O-])c1)NC(=O)c1ccccc1 | -2.7 | -30 | 0.2 | 8
O=C(CSc1nnc(SCC(=O)NCc2ccccc2)s1)NCc1ccccc1 | -0.1 | 7 | 0.0 | 13
C[C@@H](Cn1nnc2ccccc21)NC(=O)C1CCC1 | -0.3 | -3 | -0.1 | 2
COC(=O)[C@@H]1CCCN1C1CCC(=O)N(Cc2cccc(F)c2)CC1 (some centres not stated) | -1.4 | 15 | 0.2 | 10
COc1cccc(-c2nc3cc(N)ccc3o2)c1 | -8.3 | 7 | 0.1 | 49*
O=C(Nc1nnc(CCS(=O)(=O)c2ccc3ccccc3c2)s1)c1ccc(Cl)cc1 | -2.0 | 10 | 0.1 | -1
COc1ccc(C2(NC(C)=O)CCN(C(=O)NCc3ccccc3)CC2)cc1 | 0.0 | 6 | 0.0 | 1
COC(=O)C1=C(C)NC2=C(C(=O)CC(c3ccccc3)C2)C1c1cccc(O)c1 (configuration not stated) | -0.1 | 6 | 0.0 | 9
Cc1sc(NC(=O)Cc2ccc([N+](=O)[O-])cc2)nc1-c1ccccc1 | 2.8 | -4 | -0.1 | 11
COc1cccc(C2C3=C(CCCC3=O)N(C)C3=C2C(=O)CCC3)c1 | 0.5 | 5 | 0.0 | 4
O=C(Cn1c(=O)[nH]c2ccccc2c1=O)NC1CCCCC1 | 0.0 | 6 | -0.1 | -3
COc1ccc(CC(=O)NCCCc2ccccc2)cc1OC | 1.4 | 1 | 0.1 | 7
OCCC(CO)Nc1ccc2c(c1)OCO2 (configuration not stated) | 1.1 | -5 | -0.1 | 5
CCCCNCCCOc1ccc(C)cc1[N+](=O)[O-] | -1.3 | 41 | 0.1 | 8
CC1(C)CC(C(CC#N)c2ccccc2)CCO1 (configuration not stated) | 1.2 | -3 | 0.1 | -1
NC(=O)Cn1cnc2cc([N+](=O)[O-])ccc2c1=O | -1.5 | -4 | 0.0 | -1
CCc1ccc2cc(-c3ccc(F)cc3)cn2c1 | -0.6 | 5 | 0.2 | -25
Cc1cc(C)n(-c2ccc(N3CCN(C(=O)Nc4ccc(F)cc4)CC3)nn2)n1 | 0.6 | 2 | 0.1 | -2
Cc1ccc(N2CC(C(=O)NCc3cccs3)CC2=O)cc1C (configuration not stated) | -0.2 | 1 | 0.1 | 0
Nc1ccccc1-c1nnc(-c2ccc(-c3ccccc3)cc2)o1 | -0.2 | 18 | 0.3 | -13
CCOc1cccc(OCCOCCN2CCN(C)CC2)c1 | 0.0 | 36 | 0.0 | 2
COc1ccc(Cl)cc1S(=O)(=O)NC(C)c1ccccc1 (configuration not stated) | 0.6 | 1 | -0.1 | -1
Cc1cc2ncn(CCC(=O)NCC3CCCO3)c2cc1C (configuration not stated) | 0.2 | -12 | 0.0 | 6
CCOC(=O)c1c(NC(=O)CSc2nnc(CNC(=O)c3cccc(F)c3)n2CCc2ccccc2)sc2c1CCC2 | 0.5 | 3 | 0.1 | 4
CC(C)(C)Nc1nc2nonc2nc1NC(C)(C)C | 2.0 | 1 | -0.1 | 0
CC(C)[C@H](NC(=O)c1ccccc1F)C(=O)NCc1ccc(S(N)(=O)=O)cc1 | -0.7 | 8 | -0.1 | 6
O=C(Nc1cccc2ccccc12)c1cc2cc([N+](=O)[O-])ccc2oc1=O | -1.4 | 3 | 0.0 | -7
Cc1nc2nc(CCc3ccccc3)nn2c(C)c1Cl | 2.0 | 7 | 0.1 | -15
Cc1c(Cl)cccc1NC(=O)CCNc1c(N2CCCC2)c(=O)c1=O | -0.5 | 1 | 0.1 | 1
O=C(CSc1ccc(-c2ccc(-n3ccnc3)cc2)nn1)NC1CCCCC1 | -0.5 | -11 | 0.0 | -21
COC(=O)c1cc(OC)c(OC)cc1NC(=O)C1c2ccccc2Oc2ccccc21 | 0.3 | 19 | 0.5 | 5
O=C(c1cccs1)N(Cc1ccccc1F)C1CCS(=O)(=O)C1 (configuration not stated) | -0.5 | -6 | -0.2 | -8
CC(=O)Nc1nc(-c2ccc(Oc3ccccc3)cc2)cs1 | -0.9 | 15 | 0.0 | -33
Cc1ccc2nc(NC(=O)c3ccc(Cl)cc3[N+](=O)[O-])sc2c1 | 0.4 | -4 | -0.1 | -23
CCCCC1(C)Cc2ccccc2C(=O)N1 (configuration not stated) | -0.7 | 9 | 0.1 | -7
O=C(CN1CCN(c2ccccn2)CC1)Nc1ccc(Br)cc1 | -1.9 | 24 | 0.6 | 6
Cc1ccc2c(c1)-c1c(cnn1CC(=O)N1CCCC(C)C1)CO2 (configuration not stated) | -1.3 | 10 | 0.0 | 2
CCOC(=O)c1c(-c2ccccc2)oc2ccc(N(C(C)=O)S(=O)(=O)c3ccc(Cl)cc3)cc12 | 0.0 | 0 | 0.1 | -3
COc1ccc(NC(=O)COc2ccc(Br)cc2Br)c(OC)c1 | -1.0 | 9 | 0.5 | 0
O=C1N=c2ccc(Br)cc2=C1c1[nH]c(=O)[nH]c1O | -0.7 | -7 | -0.2 | 3

Hits appear at their usual frequency (roughly 3.4% active in at least one column).
